GLS inh: glutaminase GLS (human) inhibition. O94925. GLS enzymatic activity, qHTS titration. Potency, µM (doses to about 45.5 µM), inactives show at the top dose activity change, negative = inhibition, hits mostly inhibitors. hit rate 0.21% among 410,000; note: potency is the fitted concentration of half-maximal effect; % is set by controls: 0 for no effect and ±100 for the full control effect
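Enzyme dispensed in phosphate buffer (45 mM, pH 8.2, 0.02% Tween-20), compounds pinned in, then 1 mM L-glutamine solution and the glutamate oxidase–HRP–Amplex Red mix added; fluorescence read immediately and again after 30 min at room temperature.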
PGK inhibitor: inhibitors of T. brucei phosphoglycerate kinase | PGK/GAPDH coupled, Kinase-Glo luminescence, 60 min | Potency, µM (top dose mostly 57.5 µM), for inactives: at the top dose activity change, negative = inhibition, hits mostly inhibitors | hit rate 0.043% among 380,000; note: potency is the fitted concentration of half-maximal effect; % is set by controls: 0 for no effect and ±100 for the full control effect; nearly all actives have a fitted effect of over 60% in size
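Luminescent ATP detection (Kinase-Glo Plus) follows a 60-minute room-temperature incubation, with wells lacking PGK as controls. Buffer: 100 mM TEA (pH 7.6), 5 mM MgCl2, 0.01% Tween-20. Coupling enzyme GAPDH (100 nM final) supplies unstable 1,3-BPG in-well.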
HP1b chromo inh: blocks HP1-beta chromodomain binding to methylated histone tails. Potency, µM (titrated, usually from 114 µM), without a hit: at the highest dose activity change, negative = inhibition, actives largely listed as inhibitors. hit rate 0.56% among 390,000. AlphaScreen HP1-beta / biotin-H3K9me3 peptide binding. P83916; note: potency is the fitted concentration of half-maximal effect; nearly all actives have a fitted effect of over 70% in size; inactives centre near 23
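Compound inhibition of the preformed complex between 50 nM HP1-beta and 50 nM biotinylated H3K9me3 peptide was read by AlphaScreen. Buffer was PBS pH 7.4 with 0.01% Tween-20. Incubations ran 30 min at room temperature, with 10 ug/mL donor/acceptor beads.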
BAZ2B block: blocks human BAZ2B | Q9UIF8 | AlphaScreen BAZ2B-H3K14Ac peptide displacement | Potency, µM (series often up to 114 µM), without a hit: top-dose activity change, negative = inhibition, hits mostly inhibitors | hit rate 4.4% among 360,000 | AID 504333; note: potency is the fitted concentration of half-maximal effect; % is set by controls: 0 for no effect and ±100 for the full control effect; nearly all actives have a fitted effect of over 60% in size
Target sequence (Q9UIF8 whole entry, looked up): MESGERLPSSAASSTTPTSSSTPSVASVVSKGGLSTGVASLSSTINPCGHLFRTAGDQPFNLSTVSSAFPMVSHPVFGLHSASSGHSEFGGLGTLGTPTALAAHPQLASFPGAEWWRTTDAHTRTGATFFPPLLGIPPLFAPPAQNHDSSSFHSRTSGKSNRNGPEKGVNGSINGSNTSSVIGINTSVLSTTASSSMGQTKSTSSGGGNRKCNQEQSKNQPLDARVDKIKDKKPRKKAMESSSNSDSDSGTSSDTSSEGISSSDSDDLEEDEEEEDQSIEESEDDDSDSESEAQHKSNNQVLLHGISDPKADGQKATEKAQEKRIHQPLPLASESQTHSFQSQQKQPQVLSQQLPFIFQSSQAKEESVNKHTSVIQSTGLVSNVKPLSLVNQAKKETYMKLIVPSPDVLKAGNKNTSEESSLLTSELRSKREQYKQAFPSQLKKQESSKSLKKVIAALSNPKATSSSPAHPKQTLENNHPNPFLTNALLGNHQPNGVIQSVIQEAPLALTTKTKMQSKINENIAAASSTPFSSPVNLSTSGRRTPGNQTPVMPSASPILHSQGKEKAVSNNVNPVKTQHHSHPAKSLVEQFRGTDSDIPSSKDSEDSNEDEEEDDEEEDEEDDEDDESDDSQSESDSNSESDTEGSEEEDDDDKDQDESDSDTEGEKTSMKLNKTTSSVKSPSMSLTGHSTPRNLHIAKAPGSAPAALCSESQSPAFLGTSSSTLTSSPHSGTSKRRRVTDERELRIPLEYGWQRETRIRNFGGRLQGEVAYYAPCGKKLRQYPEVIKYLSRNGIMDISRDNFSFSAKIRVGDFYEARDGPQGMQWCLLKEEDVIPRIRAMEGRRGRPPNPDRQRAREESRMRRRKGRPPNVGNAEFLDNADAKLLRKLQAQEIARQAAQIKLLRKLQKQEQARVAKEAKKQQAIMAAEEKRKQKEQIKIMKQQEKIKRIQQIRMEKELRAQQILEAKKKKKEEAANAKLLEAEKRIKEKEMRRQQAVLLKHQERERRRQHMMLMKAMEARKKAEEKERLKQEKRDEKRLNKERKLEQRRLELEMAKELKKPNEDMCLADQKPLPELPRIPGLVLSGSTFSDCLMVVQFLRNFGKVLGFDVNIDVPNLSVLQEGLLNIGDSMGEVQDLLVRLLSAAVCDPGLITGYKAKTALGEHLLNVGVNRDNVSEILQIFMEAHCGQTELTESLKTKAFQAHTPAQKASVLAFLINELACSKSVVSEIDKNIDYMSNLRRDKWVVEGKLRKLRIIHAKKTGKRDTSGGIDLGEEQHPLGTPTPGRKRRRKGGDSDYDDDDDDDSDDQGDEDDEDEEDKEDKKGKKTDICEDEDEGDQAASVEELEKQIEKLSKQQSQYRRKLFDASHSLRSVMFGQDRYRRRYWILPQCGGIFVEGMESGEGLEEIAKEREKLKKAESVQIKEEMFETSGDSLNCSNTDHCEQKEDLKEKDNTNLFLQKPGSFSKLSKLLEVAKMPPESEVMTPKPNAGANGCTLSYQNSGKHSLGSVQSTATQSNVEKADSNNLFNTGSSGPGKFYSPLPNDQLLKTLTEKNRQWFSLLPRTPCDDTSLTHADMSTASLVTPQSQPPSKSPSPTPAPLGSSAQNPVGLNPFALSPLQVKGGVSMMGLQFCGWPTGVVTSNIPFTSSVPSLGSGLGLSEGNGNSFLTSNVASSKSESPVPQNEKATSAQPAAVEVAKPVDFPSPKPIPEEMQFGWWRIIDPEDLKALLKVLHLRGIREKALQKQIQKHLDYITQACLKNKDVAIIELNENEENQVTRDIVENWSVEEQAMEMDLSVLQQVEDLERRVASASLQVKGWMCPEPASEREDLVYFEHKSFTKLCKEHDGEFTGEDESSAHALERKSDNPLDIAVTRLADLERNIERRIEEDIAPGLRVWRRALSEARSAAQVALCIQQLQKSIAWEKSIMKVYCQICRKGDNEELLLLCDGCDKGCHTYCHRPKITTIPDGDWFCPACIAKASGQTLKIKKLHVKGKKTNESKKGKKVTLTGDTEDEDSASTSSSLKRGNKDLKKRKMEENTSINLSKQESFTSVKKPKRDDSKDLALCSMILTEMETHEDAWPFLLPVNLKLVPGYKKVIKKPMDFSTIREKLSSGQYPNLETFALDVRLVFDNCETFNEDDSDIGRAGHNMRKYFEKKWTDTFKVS
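Multi-concentration screen (max 110 uM) measuring displacement of acetylated histone H3 peptide from BAZ2B by AlphaScreen, using 50 nM protein, 50 nM peptide and 10 ug/mL streptavidin donor plus Ni-chelate acceptor beads.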
ERG Ets-DNA blk: blocks human ERG Ets domain binding to DNA. fluorescence polarization, His-ERG Ets domain / labelled DNA. Potency, µM (doses to about 76.9 µM), without a hit: at the highest dose FP activity, negative = inhibition, actives largely listed as inhibitors. hit rate 0.028% among 370,000; active = well fitted inhibition curve with a large enough effect in the polarisation, with a control signal flat; inconclusive = small, poorly fitted or top-dose-only effect, or effect the other way, or a change in a side signal; inactive = no such curve, though single readings can be large or run the other way; the % refers to the polarisation;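 note: polarization taken with two DNA probes labelled with fluorescein and Texas red; potency is the fitted concentration of half-maximal effect; % of control where 0% means no effect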
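His-tagged ERG Ets domain (1 uM in the protein solution; 300mM KCl, 50mM Tris-HCl, 1mM EDTA, 1mM DTT, pH 7.5) received compound, then a probe mix of 5 nM fluorescein-DNA and 100nM Texas-615-DNA. Fluorescence polarization was read for both dyes.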
JMJD2A Tudor inh: blocks the human JMJD2A Tudor domain; AlphaScreen JMJD2A-Tudor / H3K4me3 peptide binding; Potency, µM (highest dose often 114 µM), inactives show at the highest dose activity change, negative = inhibition, actives largely listed as inhibitors; hit rate 4.4% among 390,000; note: potency is the fitted concentration of half-maximal effect; % is set by controls: 0 for no effect and ±100 for the full control effect; nearly all actives have a fitted effect of over 50% in size
G9a block: inhibitors of human histone lysine methyltransferase G9a | Q96KQ7 | Potency, µM (series often up to 102 µM), for the others: at the top dose activity, negative = inhibition, actives largely listed as inhibitors | G9a H3K9 monomethylation, AlphaScreen, 2 h | hit rate 8.8% among 350,000; note: potency is the fitted concentration of half-maximal effect; % is set by controls: 0 for no effect and ±100 for the full control effect; nearly all actives have a fitted effect of over 75% in size
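Compounds were preincubated with 20 nM G9a for 15 min, after which biotinylated H3K9 peptide (500 nM) and SAM (20 uM) started a 2 h room-temperature reaction. Monomethylated product was quantified by antibody-based AlphaScreen chemiluminescence.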
PI4K2A inh: PI4K2A (human) kinase inhibition; purified PI4K2A, ADP-Glo luminescence, 1 h; hits give low values; Q9BTU6; AID 1346378; hit rate 0.13% among 420,000; activity change, negative = inhibition, % at 76.9 µM; in the data active = activity change below about -50%; inconclusive = mostly about -30% to -49%;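 note: -100% = wells without enzyme as full effect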
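ADP-Glo luminescence measured ADP generated by PI4K2A enzyme (4 ug/mL before mixing) with 1.2 mM PI substrate (pre-mix) and 300 microM ATP (pre-mix). Tris pH7.5 buffer with MgCl2, Triton X-100; 1 h reaction at ambient temperature.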
Pin1 inh: blocks the human prolyl isomerase Pin1; Q13526; Pin1 FP peptide displacement, HiFluor488, 10 min; Potency, µM (highest dose often 115 µM), without a hit: at the highest dose activity, negative = inhibition, actives largely listed as inhibitors; hit rate 0.009% among 390,000; active = well fitted inhibition curve with a large enough effect in the polarisation, with a control signal flat, not every such curve was filed as active; inconclusive = small, poorly fitted or top-dose-only effect, or effect the other way, or a change in a side signal; inactive = no such curve, though single readings can be large or run the other way; the % refers to the polarisation; note: potency is the fitted concentration of half-maximal effect; % is set by controls: 0 for no effect and ±100 for the full control effect
Active calls of the source: *; i = inactive; ? = inconclusive; . = not tested or not shown; & = joins results of further samples; [ ] = remark or other dose. Unless noted, calls come from the whole dose curve; as a rule, active = well fitted curve in the direction sought with a large enough effect; inconclusive = small, poorly fitted or top-dose-only effect, or another doubt; inactive = no such curve, though single readings can be large; an effect the other way counts as inactive or inconclusive.

The line under a structure holds: Pin1 inh, PI4K2A inh, JMJD2A Tudor inh, PGK inhibitor, ERG Ets-DNA blk, HP1b chromo inh, G9a block, GLS inh, BAZ2B block
1: C=CCn1c(SCC(=O)NC2CC2)nc2ccccc2c1=O
 : -5%, 1, 7%, -9%, 2%, 50%[activator], 13%[12.7 µM], -12%, 10%
2: C/C=C(\C)C(=O)O[C@@H]([C@H](O)c1cc2ccc(=O)oc2cc1OC)C(C)(C)O
 : -6%, -3, -5%, 0%, -4%, 29%, -7%[2.33 µM], 0%, 3%
3: Cc1cc2[nH]c(=O)c(=O)[nH]c2cc1S(=O)(=O)NCc1ccc(F)cc1
 : -12%, 3, -18%, i, 2%, 31%, 24%[59 µM], 3%, 21%
4: CCC1CCCCN1CCCNC(=O)c1c(O)nc2c(C)cccn2c1=O (stereo unspecified)
 : -9%&-1%, -4&2, -10%&-14%, -7%, 14%&0%, 24%&-3%, -6%, 0%&0%, -2%&-6%
5: COc1ccc(OC)c(NC(=O)C(C)SCc2nc3sc(C)c(C)c3c(=O)[nH]2)c1 (stereo unspecified)
 : -2%, 1, -10%, -3%, 5%, 29%, 7%[2.33 µM], 1%, 1%
6: CC(=O)n1c2c(c3ccccc31)OC(N)=C(C#N)C2c1cccc(Cl)c1Cl (stereo unspecified)
 : ?, 7, -19%, ., -1%, 23%, 45µM*, 6%, 3%
7: O=C(CCn1c(=O)c2ccccc2n(CC(=O)Nc2ccc(F)cc2)c1=O)NCCc1ccccc1
 : 5%, -3, 3%, 1%, 0%, 33%, -2%[59 µM], 6%, -14%
8: CCC1CCCCN1CC(=O)N1CCCc2c1c(=O)oc1ccc(OCc3ccccc3)cc21 (stereo unspecified)
 : -10%, -7, -35%, -7%, 0%, 10%, ?, 0%, -30%
9: Cc1c(C)n2c(SCC(=O)NC3CCCCC3)nnc2[nH]c1=O
 : -1%, 0, 3%, -7%, -3%, 30%, -4%, -5%, -3%
10: COC(=O)C(C)Oc1cc(C)ccc1COc1ccc(-n2nc(C)n(C(F)F)c2=O)cc1 (stereo unspecified)
 : ?, -11, 16%, 7%, -4%, 14%, ., 5%, .
11: Cc1csc(NC(=O)CSc2nnc(-c3ccoc3C)n2C(C)c2ccccc2)n1 (stereo unspecified)
 : 0%, 3, -7%[11.4 µM], 1%, 3%, 13%, 9%[12.7 µM], 1%, -37%
12: c1ccc2c(c1)CCc1snnc1-2
 : -4%, -3, -5%, -1%, 6%, 25%, -5%[0.501 µM], 0%, 1%
13: CCc1nn(CC(=O)NCC(C)c2ccccc2)c(=O)c2cc3occc3n12 (stereo unspecified)
 : 6%, -8, 1%, -3%, -1%, 13%, 10%[59 µM], -1%, -8%
14: COCCNC(=O)c1ccccc1NC(=O)Cc1ccccc1[N+](=O)[O-]
 : 2%, 7, -3%, 8%, 4%, 31%, ?, 6%, -3%
15: CCn1c(COc2ccc(Cl)cc2)nnc1SCc1nc2ccccc2[nH]1
 : 5%, 2, -22%, 1%, 4%, 26%, ., 1%, -9%
16: O=C(NCCS(=O)(=O)c1ccc(Br)cc1)c1ccccc1Cl
 : -8%, -3, -15%, -5%, 13%, 36%[activator], 38%, -5%, -14%
17: O=C(CCN1C(=O)C2C3CCC(C3)C2C1=O)Nc1cccc(Cl)c1 (stereo unspecified)
 : -1%, -1, -2%, -4%, -2%, 14%, ., 5%, 9%
18: CCOCCCn1c(-c2ccc(Cl)cc2)n[nH]c1=S
 : 0%, 1, 4µM*, -11%, -1%, -21%, 1.8µM*, 6%, -6%
19: COc1ccc(Cl)cc1NC(=O)[C@@H]1CCCN1C(=O)c1cccs1
 : 3%, 1, -16%, 17%, -2%, 17%, 12%[59 µM], 10%, 0%
20: COc1ccc(C(CNC(=O)c2cccc(S(=O)(=O)NCc3ccccc3)c2)N2CCOCC2)cc1 (stereo unspecified)
 : -9%, 0, -6%, 4%, ., 38%, -3%, 5%, -4%
21: COCc1cc(C)nc2sc3c(c12)NC(c1ccc(O)c(OC)c1)N(c1ccccc1)C3=O (stereo unspecified)
 : 24%, -2, -19%, -1%, 1%, 51%[activator], 10%[59 µM], 2%, -6%
22: Nc1c(S(=O)(=O)c2ccccc2)c2nc3ccccc3nc2n1C1CC1
 : 0%, 2, 8%, 15%, -10%, 27%, 3%, -3%, 2%
23: Cc1ccc(S(=O)(=O)NCCc2nnc3ccc(SCc4cccnc4)nn23)cc1
 : 0%, 8, -4%, i, 3%, 25%, -2%, -5%, -6%
24: O=C(C1CCCN(c2ncnc3c2nc2n3CCCCC2)C1)N1CCN(c2ccc(Cl)cc2)CC1 (stereo unspecified)
 : ?, 3, ?, 4%, -3%, -9%, ., 12%, ?
25: COCCNc1nc(=S)[nH]c2cc(OC)c(OC)cc12
 : 1%, 0, ?, 0%, 18%, 40%[activator], 35µM*, -18%, -28%
26: Cc1ccc(NC(=O)CO/N=C/c2ccccc2C)c(C)c1
 : -1%, 0, 11%, 0%, -2%, 46%[activator], -4%, 3%, 2%
27: Cn1c(=S)c2[nH]c(SCCC(C)(C)C)nc2n(C)c1=O
 : 1%, -3, 22µM*, -7%, ., 1%, ., 12%, .
28: Cn1nnc2c(sc3nc(N4CCOCC4)c4c(c32)CCCC4)c1=O
 : 1%, -11, -15%, -5%, 7%, 21%, 9%[59 µM], 0%, -1%
29: CCNC(=S)N/N=C/c1cccc(/C=N/NC(=S)NCC)c1
 : 9%, 0, -18%, -7%, 1%, -7%, ?, 13%, -32%
30: O=C(COC(=O)c1cnccn1)Nc1c(Cl)cc(Cl)cc1Cl
 : 2%, 2, -7%, 4%, 1%, 45%[activator], -9%[59 µM], -2%, 8%
31: CC(=O)c1cccc(NS(=O)(=O)c2c(C)nc3sc(C)cn3c2=O)c1
 : -1%, -21, 6%, i, -4%, 46%, 4%[59 µM], 2%, -23%
32: CC(/C=N/NC(=O)c1ccccn1)=C\c1ccco1
 : -14%, -12, -22%, -18%, 2%, 40%[activator], -38%[59 µM], 10%, -19%
33: CC(OC(=O)c1cc(=O)c2cc(Cl)ccc2o1)C(=O)N1CCCC1 (stereo unspecified)
 : 7%, -2, 4%, 0%, 3%, 23%, -40%, 1%, -2%
34: O=C(Nc1ccccc1N1CCOCC1)c1ccc2c(c1)C(=O)N(Cc1ccncc1)C2=O
 : ?, 2, -21%[57.1 µM], -7%, 9%, 30%, -15%[59 µM], 18%, .
35: CC(C)CN(CC(C)C)C(=O)c1cc(S(=O)(=O)N2CCCCC2)c[nH]1
 : 2%, 4, -21%, -4%, -2%, 31%, 0%[0.0925 µM], -11%, -13%
36: Cc1ccc(S(=O)(=O)n2nc(-c3ccco3)nc2NCc2ccccc2Cl)cc1
 : 5%, 2, -26%, i, 7%, -7%, ?, -14%, -20%
37: CCOC(=O)C1=C(COC(=O)C2CC(=O)N(CCc3ccccc3)C2)NC(=O)NC1C (stereo unspecified)
 : -1%, 0, 5%, -1%, -1%, 38%, ., -1%, .
38: CCc1sc(C(=O)NNC(=O)c2cncc(Br)c2)cc1C
 : 4%, 2, -10%, -3%, 9%, 40%[activator], ., -17%, .
39: C=CCc1cccc(CNc2ccc(Br)cc2)c1O
 : 3%, 1, 28%, -8%, 6%, 85%[activator], 154%[activator], 5%, 30%
40: CC(Oc1ccc(F)cc1)C(=O)Nc1ccccc1C(=O)NC1CC1 (stereo unspecified)
 : 2%, -9, -2%, i, -8%, 25%, -4%, -5%, -4%
41: Cc1cccc2sc(NC(=O)c3cccc(S(=O)(=O)N4CCc5ccccc54)c3)nc12
 : -3%, -9, -27%, -7%, -14%, 13%, 11%[59 µM], 0%, -2%
42: Cc1ccccc1-n1c(SCC(=O)N/N=C/c2sccc2C)nc2ccccc2c1=O
 : 14%, 9, -1%, -1%, ., 26%, 19%[59 µM], 7%, 0%
43: CC(=O)N1C[C@H]2CON(C)[C@H]2C[C@H]1c1cccc(-c2ccccc2C)c1
 : 0%, -1, -13%, i, -18%, 44%[activator], ., -4%, .
44: CC(C)Cn1c(N)c(C(=O)COC(=O)c2cc3ccccc3cc2O)c(=O)n(C)c1=O
 : 27%, -2, -20%, 2%, 11%, 46%[activator], ., 9%, .
45: Cc1ccc(N2C(=O)c3ccccc3C2Nc2ccccc2)nc1 (stereo unspecified)
 : 0%, -12, -16%, i, 6%, 33%[activator], -21%, 5%, 10%
46: CCCCCOC(=O)Cc1c(O)c2ccccc2n(C)c1=O
 : -2%, 2, -11%, 3%, -14%, 66%[activator], ?, -8%, -4%
47: Cc1cc(=O)[nH]c(SCC(=O)Nc2c(C)n(C)n(-c3ccccc3)c2=O)n1
 : -15%, 3, 1%, -4%, -5%, 25%, -6%[59 µM], -4%, -4%
48: Cn1c(N)c(C(=O)COC(=O)Cc2c(F)cccc2Cl)c(=O)n(C)c1=O
 : 1%, 1, 0%, -1%, 2%, 26%, ., 1%, .
49: CCC(C)NC(=O)C(Cc1ccccc1)NS(=O)(=O)c1cccc2nsnc12 (stereo unspecified)
 : 1%, 1, -14%, 3%, -2%, 4%, 49%[59 µM], 8%, 1%

Source: PubChem BioAssay
